TRHR enhancer: allosterically enhances the human TRH receptor. 360,000 compounds, 0.66% hits. TRHR cells, fluo-8 calcium fluorescence, EC20 TRH enhancement. enhancement, % at 2 µM; in the data active = enhancement above about 30%; note: 0% is about no effect
Target sequence (P34981 whole entry, looked up): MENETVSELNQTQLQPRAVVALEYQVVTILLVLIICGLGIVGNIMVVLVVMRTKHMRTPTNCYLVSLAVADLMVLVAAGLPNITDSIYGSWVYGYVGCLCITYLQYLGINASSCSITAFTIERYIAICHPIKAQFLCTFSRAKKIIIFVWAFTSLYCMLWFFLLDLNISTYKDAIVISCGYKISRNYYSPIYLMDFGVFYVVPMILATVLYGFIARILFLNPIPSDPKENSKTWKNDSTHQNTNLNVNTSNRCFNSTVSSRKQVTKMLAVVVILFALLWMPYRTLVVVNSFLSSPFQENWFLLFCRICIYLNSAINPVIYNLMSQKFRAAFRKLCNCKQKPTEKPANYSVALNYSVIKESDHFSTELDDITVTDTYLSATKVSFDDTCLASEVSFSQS
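Enhancer read-out: after compound pinning and an initial kinetic agonist-mode read, an EC20 of TRH (10 nM final) was injected and fluo-8 calcium signal (Ex 480/Em 530) followed at 1 s/cycle for 100 cycles in TRHR-expressing cells.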
D2 antagonist: antagonizes the human D2 dopamine receptor; P14416; HEK293 TREx D2 cells, calcium flux, dopamine EC80; inhibition, % at 10 µM; 340,000 compounds, 2% hits; in the data active = inhibition above about 30%; note: 0% is about no effect
Target sequence (P14416 whole entry, looked up): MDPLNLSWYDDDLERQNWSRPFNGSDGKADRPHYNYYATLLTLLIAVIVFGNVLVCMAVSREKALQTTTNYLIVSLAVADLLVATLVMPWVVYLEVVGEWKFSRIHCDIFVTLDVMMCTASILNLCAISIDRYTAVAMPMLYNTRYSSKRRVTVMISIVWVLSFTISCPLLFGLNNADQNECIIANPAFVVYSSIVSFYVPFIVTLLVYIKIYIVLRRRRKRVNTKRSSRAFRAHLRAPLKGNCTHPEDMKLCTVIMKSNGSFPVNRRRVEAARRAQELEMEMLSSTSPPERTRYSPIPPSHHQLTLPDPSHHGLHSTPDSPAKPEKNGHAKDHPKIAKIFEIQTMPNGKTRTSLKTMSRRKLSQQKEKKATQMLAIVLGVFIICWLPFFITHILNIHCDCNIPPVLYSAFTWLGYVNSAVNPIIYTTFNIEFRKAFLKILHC
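Calcium mobilization kinetics were recorded at 1 s intervals in tetracycline-induced HEK293 T-REx D2 cells, first for 180 s after compound addition and then 180 s after EC80 dopamine.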
USP1-UAF1 inh: inhibitors of human USP1/UAF1 deubiquitinase; O94782; recombinant USP1/UAF1, Ub-Rhodamine cleavage fluorescence; Potency, µM (top dose mostly 57.1 µM), for the others: at the top dose activity change, negative = inhibition, hits mostly inhibitors; 390,000 compounds, 0.23% hits; note: potency is the fitted concentration of half-maximal effect; % is set by controls: 0 for no effect and ±100 for the full control effect; nearly all actives have a fitted effect of over 60% in size; inactives centre near -12
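High-throughput fluorogenic screen: 1nM USP1/UAF1 complex, Ub-Rho substrate 150nM final, 50mM HEPES pH 7.8 with 0.5mM EDTA, 0.1 mg/ml BSA, 1mM TCEP and 0.01% Tween-20.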
rTrxR1 inhibitor: inhibitors of rat thioredoxin reductase 1 | recombinant rTrxR1, NADPH fluorescence consumption, selenite substrate | Potency, µM (doses to about 114 µM), for inactives: at the top dose activity change, negative = inhibition, most hits filed as inhibitors | 390,000 compounds, 1% hits | AID 588453; note: potency is the fitted concentration of half-maximal effect; % is set by controls: 0 for no effect and ±100 for the full control effect; nearly all actives have a fitted effect of over 65% in size
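Rat TrxR1 (90 nM in the dispensed reagent) was pre-reduced with 400 uM NADPH for 5 min at room temperature, then incubated with compound for 15 min. After 400 uM selenite was added, NADPH fluorescence (Ex 340/Em 450 nm) was followed for 8 min.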
mIDH1 inhibitor: human IDH1 R132H inhibition; 390,000 compounds, 0.093% hits; Potency, µM (highest dose often 76.6 µM), for the others: top-dose activity change, negative = inhibition, usual class: inhibitors; O75874; IDH1-R132H enzyme, NADPH consumption, diaphorase/resazurin fluorescence; note: potency is the fitted concentration of half-maximal effect; % is set by controls: 0 for no effect and ±100 for the full control effect; nearly all actives have a fitted effect of over 65% in size
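IDH1-R132H (0.5 ug/mL) preincubated 30 min with compound, then NADPH (0.016 mM) and alpha-KG (2 mM) added; 80 min at RT, pH 7.5. Remaining NADPH coupled via diaphorase/resazurin to fluorescence (540/590 nm); concentration-response curves normalized to no-enzyme control.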
TrxR1 substrate: substrates of rat thioredoxin reductase 1; 390,000 compounds, 0.01% hits; AID 588456; purified TrxR1 substrate turnover, NADPH consumption readout; O89049; Potency, µM (doses to about 114 µM), for the others: top-dose activity change, negative = substrate turnover; note: potency is the fitted concentration of half-maximal effect; % is set by controls: 0 for no effect and ±100 for the full control effect; nearly all actives have a fitted effect of over 50% in size
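Rat TrxR1, dispensed at 90 nM, was prereduced with 400 uM NADPH (final) for 5 min at ~22 deg C, then incubated with compound 15 min before 400 uM selenite. A first-read NADPH fluorescence drop versus no-compound background flagged substrates.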
D2 agonist: D2 dopamine receptor (human) agonism | HEK293 T-REx D2 cells, calcium flux agonist mode | 340,000 compounds, 0.53% hits | activation, % at 2 µM | AID 485358;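 active = activation over 3 SD above normal in the single-dose calcium agonist read, cut at about 30% in these data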; note: 0% is about no effect
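Agonism scored from kinetic calcium signal (1 read/sec, 180 s) following compound pin transfer, after a 10 s baseline. Cells: HEK293 Trex line expressing inducible D2 receptor coupled to calcium, dye-loaded after overnight culture at 30 C.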
Pin1 inhibitor: inhibitors of human Pin1; Q13526; Pin1 FP peptide displacement, HiFluor488, 10 min; Potency, µM (doses to about 115 µM), without a hit: top-dose activity, negative = inhibition, actives largely listed as inhibitors; 390,000 compounds, 0.009% hits; AID 504891; active = well fitted inhibition curve with a large enough effect in the polarisation, with a control signal flat, not every such curve was filed as active; inconclusive = small, poorly fitted or top-dose-only effect, or effect the other way, or a change in a side signal; inactive = no such curve, though single readings can be large or run the other way; the % refers to the polarisation; note: potency is the fitted concentration of half-maximal effect; % is set by controls: 0 for no effect and ±100 for the full control effect
Target sequence (Q13526 whole entry, looked up): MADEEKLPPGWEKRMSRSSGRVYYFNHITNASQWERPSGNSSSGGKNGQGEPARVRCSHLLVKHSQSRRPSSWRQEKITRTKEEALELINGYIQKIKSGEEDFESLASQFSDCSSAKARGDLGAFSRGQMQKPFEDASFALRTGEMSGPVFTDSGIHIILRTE
TRHR ag: agonists of human TRH receptor | P34981 | TRHR cells, calcium flux fluo-8, FDSS agonist mode | activation, % at 2 µM | 360,000 compounds, 0.18% hits | AID 493084; in the data active = activation above about 30%; note: 0% is about no effect
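Steps: seed TRHR cells overnight; add fluo-8 no-wash Ca dye, RT 30 min–1.5 h; record 10 s baseline; pin-transfer compounds; monitor fluorescence 1 cycle/s for the agonist window. Calcium increases flag candidate agonists.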
* hit, by the source's call; ? = inconclusive; · = no result given; & = joins results of further samples; [ ] = dose if it differs, or a comment. Unless noted, calls come from the whole dose curve; as a rule, active = well fitted inhibition curve with a large enough effect; inconclusive = small, poorly fitted or top-dose-only effect; inactive = no such curve, though single readings can be large or run the other way.

Results follow in this order: D2 antagonist	TRHR enhancer	TrxR1 substrate	TRHR ag	USP1-UAF1 inh	mIDH1 inhibitor	D2 agonist	Pin1 inhibitor	rTrxR1 inhibitor
> CCc1cccc(NC(=O)CNC(=O)N2CC(=O)Nc3ccccc32)c1
  3	3	-1%	0.7	-9%	0%	-0.8	1%	19%
> Cc1cccc(OCC(=O)N(Cc2cccs2)c2ccc(Cl)cc2)c1C
  ·	0	-3%	1.6	-19%	-1%	0.6	-5%	23%
> CC(C)CCNc1nc(N)c([N+](=O)[O-])c(NCCO)n1
  -13	3	-18%[57.1 µM]	-1.6	0%	9%	7.7	-9%	12%[57.1 µM]
> COc1ccc(NC(=O)CSc2ccc(F)cc2)cc1S(=O)(=O)N1CCCCC1
  4	-9	0%	-0.4	-10%	6%	-1.2	2%	13%
> COc1cc(NC(=O)c2cc3ccccc3cc2O)c(OC)cc1Cl
  6	-15	20%	5.2	-16%	7%	4.3	7%	25%
> CN(C(=O)CN(C)S(=O)(=O)c1ccc(F)cc1)c1c(N)n(Cc2ccccc2)c(=O)[nH]c1=O
  -12	8	-1%	0.4	-1%	-2%	-0.1	6%	4%
> CCCOc1ccc(CN(C(=O)c2cc(=O)c3ccc(C)cc3o2)C2CCS(=O)(=O)C2)cc1 (configuration not stated)
  ·	0	-6%	-0.3	-18%	11%	1.0	6%	3%
> Cc1ccc(OCC(=O)Nc2ccc(OCc3cc(=O)n4ccsc4n3)cc2)cc1
  ·	-4	1%	-0.5	?	9%	-0.5	-2%	9%
> CCOc1ccc(-c2nc(C#N)c(N3CCN(C)CC3)o2)cc1
  -4	1	68%[activator]	0.1	1%	4%	-0.1	?	1%
> Cc1cc(C)n(-c2nc(C)c(C)c(=O)n2CC(=O)Nc2ccc(Cl)c(Cl)c2)n1
  ·	-3	6%[57.1 µM]	0.2	16%	-14%	-4.3	0%	21%[57.1 µM]
> COc1ccc(NC(=O)/C(C#N)=C\c2ccc(-c3cccc(C(=O)O)c3C)o2)cc1
  11	-2	-11%	-1.0	-12%	0%	-0.4	-16%	3%
> COc1ccc(-n2c(=O)[nH]c3cc(C(=O)NCCc4ccc(OC)c(OC)c4)ccc3c2=O)c(OC)c1
  -13	-2	-4%[57.1 µM]	-1.1	-18%	0%	-2.4	0%	6%
> Cc1[nH]n(-c2ccccc2)c(=O)c1C(C[N+](=O)[O-])c1ccc(F)cc1 (configuration not stated)
  -3	-2	-4%	0.0	?	1%	0.3	-1%	?
> CCOC(=O)N1CCN(C2CC(=O)N(c3ccc(F)cc3)C2=O)CC1 (configuration not stated)
  -3	0	12%	-0.1	?	4%	0.4	6%	10%
> O=C(COc1ccc2ccc(=O)oc2c1)OCc1ccccc1
  7	-4	12%	-0.5	-14%	0%	0.0	8%	13%
> CCCn1c(SCC(=O)NCc2ccc(C)cc2)n[nH]c1=O
  -4	6	-2%	0.2	-4%	0%	0.5	2%	2%
> COc1ccccc1N(CC(=O)Nc1ccc(C(F)(F)F)cc1)S(C)(=O)=O
  ·	-6	-6%	0.0	-7%	2%	·	-4%	2%[57.1 µM]
> CC1CCCN(c2cc3c(cc2F)c(=O)c(S(=O)(=O)c2cccc(Cl)c2)cn3Cc2ccccc2)C1 (configuration not stated)
  ·	8	14%	0.5	?	0%	0.8	-1%	21%
> Cc1ccc(OCC(=O)N(Cc2cccs2)C2CCS(=O)(=O)C2)cc1 (configuration not stated)
  8	-7	-5%[57.1 µM]	-0.4	2%	1%	0.1	3%	10%
> Cc1cnc(NC(=O)C2(c3ccccc3)CC2)s1
  -23	-3	-8%	-0.5	-19%	4%	-0.1	2%	-23%
> Cc1cc(C)cc(OCC(=O)Nc2ccncc2)c1
  -1	-1	-15%	-0.8	-5%	-9%	0.5	-3%	-8%
> O=C(NCc1nnc(SCC(=O)N2CCOCC2)o1)c1c(F)cccc1Cl
  -16	1	6%[57.1 µM]	0.7	-13%	-1%	-0.3	10%	9%[57.1 µM]
> Cc1cc(=O)oc2cc(O)cc(O)c12
  ·	·	213%[activator]	·	-20%	4%	·	?	44%[activator]
> COc1cc(C2C(C(=O)OCC(C)C)=C(C)N=C3SCCC(=O)N32)ccc1OCc1ccccc1 (configuration not stated)
  ·	-11	-7%	0.2	-9%	0%	0.8	1%	9%
> Cc1cc(Nc2ccccc2)c2c([N+](=O)[O-])ccc(C)c2n1
  -2	5	-1%	0.6	-18%	-1%	0.8	1%	15%
> CN1CCN(C(=O)c2cc3sccc3n2CC(=O)c2ccccc2)CC1
  -8	-2	8%[57.1 µM]	-0.8	2%	4%	-0.2	-2%	22%
> CCOc1ccccc1-c1ccc(C(=O)NCc2ccccc2)o1
  ·	6	123%[activator][57.1 µM]	-0.4	-30%	9%	·	71%[activator]	2%[57.1 µM]
> Cc1cccc(C)c1NC(=O)C(C)Sc1n[nH]c(-c2ccncc2)n1 (configuration not stated)
  -15	3	3%	-0.8	-26%	5%	-0.8	2%	17%
> Cc1cc(NC(=O)CCS(=O)(=O)c2nc(-c3ccccc3)cc(C(F)(F)F)n2)no1
  13	-7	13%[57.1 µM]	0.3	-25%	5%	0.6	4%	18µM*
> Cc1cccc(N(CC(=O)NC2CCCC2)C(=O)CCC(=O)Nc2nc(C)cs2)c1
  7	3	4%[57.1 µM]	1.5	-20%	-7%	1.0	-1%	11%[57.1 µM]

Among those listed so far, 2 have a CF3 group.
Results follow in this order: D2 antagonist	TRHR enhancer	TrxR1 substrate	TRHR ag	USP1-UAF1 inh	mIDH1 inhibitor	D2 agonist	Pin1 inhibitor	rTrxR1 inhibitor
> COc1ccccc1N(CC(=O)Nc1ccc(C(F)(F)F)cc1)S(C)(=O)=O
  ·	-6	-6%	0.0	-7%	2%	·	-4%	2%[57.1 µM]
> Cc1cc(NC(=O)CCS(=O)(=O)c2nc(-c3ccccc3)cc(C(F)(F)F)n2)no1
  13	-7	13%[57.1 µM]	0.3	-25%	5%	0.6	4%	18µM*

More compounds follow.
Results follow in this order: D2 antagonist	TRHR enhancer	TrxR1 substrate	TRHR ag	USP1-UAF1 inh	mIDH1 inhibitor	D2 agonist	Pin1 inhibitor	rTrxR1 inhibitor
> O=C(Cc1csc(NC(=O)Nc2cccc(Cl)c2)n1)NCc1cccnc1
  2	-4	-3%	-0.1	?	2%	0.0	3%	1%
> CCOC(=O)Nc1sc(C(=O)N(C)C)c(C)c1C(=O)OCC
  12	-4	-4%	0.8	-13%	11%	0.1	?	11%
> Cc1ccc(C)c(NC(=O)C2CCN(S(=O)(=O)c3ccc4c(c3)NC(=O)CO4)CC2)c1
  ·	-12	-5%	-0.5	-14%	6%	·	-8%	-1%
> CC(C)Oc1ccc(CNC(=O)c2ccc3nc(C(C)C)oc3c2)cc1
  ·	4	3%[57.1 µM]	0.0	-30%	-4%	-1.0	-2%	16%[57.1 µM]
> O=C1NCCCc2c1oc1cc(Br)c(O)c(Br)c21
  -25	0	1%	0.0	-10%	0%	-0.4	-2%	-15%
> CC(=O)Nc1sc2c(c1C(c1ccccn1)N1CCCC1)CCCC2 (configuration not stated)
  -9	8	7%[57.1 µM]	-0.5	3%	0%	-4.3	8%	-22%[57.1 µM]
> O=C(OCC(=O)N1CCCCCC1)c1cccnc1Cl
  ·	·	4%	·	-16%	-3%	·	0%	6%
> Nc1cccnc1S(=O)(=O)c1cccc(C(F)(F)F)c1
  ·	·	-12%	·	5%	7%	·	6%	?
> CCOC(=O)c1sc(NC(=O)CN(CC)CC)c(C(=O)OCC)c1C
  ·	0	-14%	0.1	-12%	3%	·	-4%	-10%
> Oc1ccc(/C=N/NC(=S)N2CCOCC2)cc1
  0	-2	-7%[57.1 µM]	-0.1	-15%	2%	0.3	-6%	-38%
> CCOC(=O)/C(=N\Nc1ncnc2ccccc12)c1ccc(OC)cc1
  -6	3	-10%	2.5	-4%	4%	1.5	0%	3%
> O=C(C1=C[C@@H](c2coc3ccccc3c2=O)C[C@@H](OCCCCO)O1)N1CCN(Cc2ccc3c(c2)OCO3)CC1
  3	13	4%[57.1 µM]	-0.9	-8%	0%	0.8	0%	-1%[57.1 µM]
> CCOc1ccc(NC(=O)C(NC(=O)C2CCC(C)CC2)C(C)C)cc1 (configuration not stated)
  -17	1&1	7%&7%	-0.2&-0.2	?	11%&-10%	0.0	2%&-7%	11%&28%
> C[n+]1cccc(/C=N/Nc2nc(Cl)c(C#N)c(Cl)c2Cl)c1
  3	-3	-11%	11	-16%	0%	13	?	50µM*
> COC(=O)Nc1nc(-c2ccccc2)c(C(=O)c2ccccc2)s1
  2	-9	-8%	-1.1	-27%	7%	1.1	-11%	0%
> S=c1[nH]nc(COc2ccccc2)n1/N=C/c1c(Cl)cccc1Cl
  -1	0	-4%	-0.7	-8%	-14%	-1.9	13%	17%
> COCCCNC(=S)NNC(=O)c1cc(Cl)c(O)c(Cl)c1
  7	9	-3%	0.7	-5%	6%	1.4	0%	1%
> Cc1cc(C(=O)OCC(=O)Nc2cccc(S(=O)(=O)N(C)C)c2)c2ccccc2n1
  20	1	11%[57.1 µM]	0.2	-9%	1%	0.5	-12%	13%[57.1 µM]
> CC(OC(=O)c1ccc(Cl)cc1)C(=O)NCc1ccc2c(c1)OCO2 (configuration not stated)
  15	-4	-4%	-1.8	-22%	0%	-0.1	-2%	13%
> Cc1cccc(Nc2nc(N)c([N+](=O)[O-])c(N3CC(C)OC(C)C3)n2)c1 (configuration not stated)
  6	15	-18%	-0.3	-20%	?	0.1	-1%	-24%
> COc1ccc(N2C(=O)CC(N3CCN(Cc4ccc5c(c4)OCO5)CC3)C2=O)cc1 (configuration not stated)
  -13	21	-1%[57.1 µM]	0.5	-4%	-4%	-0.1	1%	7%[57.1 µM]
> C(#Cc1ccccc1)C[N+]1(CC#Cc2cccc3ccccc23)CCOCC1
  7	0	7%[57.1 µM]	1.2	4%	-10%	1.3	0%	5%
> CCOc1ccc(OCC)c(NC(=O)c2ccc(CNc3c(N4CCCC4)c(=O)c3=O)cc2)c1
  8	-9	4%	-0.6	-19%	2%	0.4	0%	8%

Assay outcomes: PubChem, National Center for Advancing Translational Sciences (NCATS)

Some of the compounds tested; the hit share may differ from the screen's.
